Screens as filed in PubChem BioAssay.
V1aR counter = agonists of human V1a receptor, primary screen, counter-screen for OXTR agonist project, fluorescence, CHO-V1R cells | actives 0.25% (n = 320,000) | Fluo-8 calcium fluorescence, agonist mode; 0% DMSO, 100% 3 nM vasopressin | Vasopressin V1a receptor (Homo sapiens), P37288 | activation, % at 3 µM;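 active means activation above the mean activation of all tested compounds plus 3 SD, per screening run, cut at about 20% in these data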;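 further: signal is peak over basal fluorescence ratio across a 100 second FLIPR read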
Target sequence (P37288 whole entry, looked up): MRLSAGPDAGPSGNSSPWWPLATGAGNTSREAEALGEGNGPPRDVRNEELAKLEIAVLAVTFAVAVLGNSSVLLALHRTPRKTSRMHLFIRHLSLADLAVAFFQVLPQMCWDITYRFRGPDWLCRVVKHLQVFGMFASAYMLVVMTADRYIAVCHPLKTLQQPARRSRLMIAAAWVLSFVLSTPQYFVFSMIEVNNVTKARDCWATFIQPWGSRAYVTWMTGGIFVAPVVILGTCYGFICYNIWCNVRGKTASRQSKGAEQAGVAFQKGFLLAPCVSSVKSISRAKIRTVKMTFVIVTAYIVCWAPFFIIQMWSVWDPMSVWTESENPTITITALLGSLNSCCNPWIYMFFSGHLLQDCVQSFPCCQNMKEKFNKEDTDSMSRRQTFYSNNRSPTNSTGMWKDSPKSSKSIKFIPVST
TAAR1 agonist = human TAAR1 agonists, primary screen, Fluo-8 calcium fluorescence, CHO RD-HGA16 cells. vehicle wells 0%, saturating PEA agonist 100%. actives 0.99% (n = 360,000). AID 624467, 2012. Trace amine-associated receptor 1 (Homo sapiens), Q96RJ0. activation, % at 3 µM;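 active means activation above the mean activation of all test compounds in the run plus 3 SD, cut at about 38% in these data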
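System: CHO-derived RD-HGA16 cells with stable Gα16 and human TAAR1 / Times: 17-24 h plating, Fluo-8 75 min 37 °C, 30 min RT / Technique: calcium-sensitive Fluo-8 signal, excitation 470-495, emission 515-575 nm / Measure: % activation relative to PEA EC100 response / Benchmarks: DMSO and PEA EC100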
OXTR agonist = human OXTR agonists, primary screen, fluorescence, CHO-OTR cells, Fluo-8 calcium; Oxytocin receptor (Homo sapiens), P30559; Fluo-8 calcium fluorescence; normalized: DMSO 0%, oxytocin 100%; activation, % at 3 µM; actives 0.32% (n = 320,000); AID 2435, 2010;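 active means activation above the mean of all tested compounds plus 3 SD, cutoff set per screening run, cut at about 20% in these data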;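 further: peak over basal fluorescence ratio from a 100 s FLIPR kinetic read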
M1 ag = human M1 muscarinic receptor agonists, primary screen, Fluo-8 calcium fluorescence, CHO-K1 cells, HTS | Muscarinic acetylcholine receptor M1 (Homo sapiens), P11229 | CHO-K1 hM1, agonist mode; 0% DMSO, 100% acetylcholine EC100 | activation, % at 3 µM | actives 0.33% (n = 360,000);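 active means activation above the run's mean compound activation plus 3 SD, cut at about 16% in these data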;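 further: peak over basal fluorescence ratio within a 140 s kinetic read after compound addition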
Target sequence (P11229 whole entry, looked up): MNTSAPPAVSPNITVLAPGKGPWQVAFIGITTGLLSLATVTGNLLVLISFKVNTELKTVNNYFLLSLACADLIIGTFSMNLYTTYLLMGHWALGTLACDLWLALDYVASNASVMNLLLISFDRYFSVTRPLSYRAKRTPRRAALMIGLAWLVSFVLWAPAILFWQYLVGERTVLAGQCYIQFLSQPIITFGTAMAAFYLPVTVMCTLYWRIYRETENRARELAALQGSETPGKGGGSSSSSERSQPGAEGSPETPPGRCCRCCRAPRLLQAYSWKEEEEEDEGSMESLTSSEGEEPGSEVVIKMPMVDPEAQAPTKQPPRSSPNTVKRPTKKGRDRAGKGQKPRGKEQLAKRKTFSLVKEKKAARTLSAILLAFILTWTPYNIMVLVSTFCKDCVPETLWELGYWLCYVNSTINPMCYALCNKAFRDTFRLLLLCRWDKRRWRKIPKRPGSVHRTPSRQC
TAAR1 antagonist = human TAAR1 antagonists, primary screen, Fluo-8 calcium fluorescence, CHO RD-HGA16 cells; Trace amine-associated receptor 1 (Homo sapiens), Q96RJ0; antagonist; inhibition, % at 3 µM; actives 1.5% (n = 360,000); AID 624466, 2012;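 active means inhibition above a per-plate cutoff, the mean inhibition of test compounds on that plate plus 3 SD, cut at about 49% in these data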;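 further: 0% = DMSO plus EC80 beta-PEA response and 100% = DMSO alone without agonist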
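System: CHO RD-HGA16 cells bearing hTAAR1. Reagent: EC80 β-phenethylamine stimulus. Schedule: seeding 17-24 h prior, 75-min 37 °C, 30-min RT dye loading. Signal: Fluo-8 intracellular calcium dye fluorescence, real-time kinetic reads. Read-out: % inhibition from peak post-agonist over basal fluorescence ratio. Benchmarks: vehicle wells and EC80 agonist wells. Replicates: n of 1.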
OXTR potentiate = human OXTR potentiators, primary screen, fluorescence, CHO-OTR cells, Fluo-8 calcium; Fluo-8 calcium fluorescence, potentiator mode; 0% = oxytocin EC15, 100% = EC100; activation, % at 3 µM; actives 0.061% (n = 320,000); AID 2445, 2010;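 active means activation above that plate's cutoff, the mean activation of tested compounds plus 3 SD, cut at about 6.6% in these data, passing the limit was not always enough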;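 further: 100% uses oxytocin at 75 nM as the full agonist control; some results filed as inactive read as strong as hits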
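Material: CHO-OTR cells, human receptor; compound dosing: single dose, 3.0 µM nominal final compound concentration; schedule: 6 min compound pre-incubation at room temperature, 100 s kinetic read; measured by: kinetic Fluo-8 calcium fluorescence; read-out basis: % activation vs EC15 and EC100 oxytocin; controls: EC15 oxytocin alone as 0%, 75 nM oxytocin as 100%; replicates: singlicate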
CHRM1 PAM = human M1 muscarinic receptor positive allosteric modulators, primary screen, CHO-K1 cells, Fluo-8 calcium fluorescence, 1536-well; CHO-K1 hM1, ACh EC20; 0% = ACh EC20, 100% = maximal ACh; actives 0.088% (n = 360,000); Muscarinic acetylcholine receptor M1 (Homo sapiens), P11229; activation, % at 3 µM; in the data active means activation above about 19%, passing the limit was not always enough
CHRM1 antagonist = human M1 muscarinic receptor antagonists, primary screen, CHO-K1 cells, Fluo-8 calcium fluorescence, 1536-well | AID 588852, 2011 | Muscarinic acetylcholine receptor M1 (Homo sapiens), P11229 | actives 1.3% (n = 360,000) | CHO-K1 hM1, ACh EC80 antagonist | inhibition, % at 3 µM;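 active means percent inhibition above its own plate's cutoff, namely the mean of that plate's compound wells plus 3 SD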;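 further: peak over basal fluorescence ratio during 140 s after agonist addition; 0% = ACh EC80 plus DMSO and 100% = DMSO alone without agonist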
CHO parental Ca = ATP-evoked calcium signal inhibitors, parental CHO, primary screen, counter-screen for OX1R antagonist project, cell-based, fluorescence, Fluo-8 calcium dye. inhibition, % at 5.6 µM. parental CHO-K1, ATP-induced calcium, Fluo-8 fluorescence. AID 463079, 2010. actives 0.63% (n = 330,000);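 active means inhibition above that plate's mean sample inhibition plus 3 SD, cut at about 26% in these data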;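 further: 0% = ATP-challenged DMSO wells and 100% = DMSO wells without ATP; some compounds past the cut are filed as inactive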
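Test system: untransfected parental CHO cell line; also added: ATP stimulus; dosing: 5.6 µM, single dose; signal: calcium-sensitive Fluo-8 fluorescence; measure: percent inhibition of ATP-evoked calcium rise, normalized to controls; benchmarks: low control ATP plus DMSO, high control DMSO only; replication: one well per compound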
An asterisk follows results filed as active; . = no result given.

SMILES	V1aR counter	TAAR1 agonist	OXTR agonist	M1 ag	TAAR1 antagonist	OXTR potentiate	CHRM1 PAM	CHRM1 antagonist	CHO parental Ca
CC(=O)N1c2ccc(S(=O)(=O)N3CCCCC3)cc2CC1C(=O)NCc1ccccc1C (stereo not drawn)	0.6	5	-0.8	-6	-29	-4	3	-10	-9
O=C(C[n+]1cc(Br)cc2ccccc21)c1ccccc1	-0.4	0	0.1	-9	9	-8	-8	-2	-15
COc1ccc(NC(=O)CS(=O)CC(=O)Nc2ccc(NC(C)=O)cc2)cc1 (stereo not drawn)	0.8	2	0.1	1	-5	-7	17	-3	5
CCOC(=O)C1=C(C)NC(C)=C(C(=O)OCC)C1c1ccc(Br)o1	-0.8	3	-2.4	-10	2	-5	-3	-1	-17
Cc1ccccc1CSCC(=O)NNC(=S)NCC1CCCO1 (stereo not drawn)	.	2	.	-2	-30	.	1	-4	.
Cc1cc(C)n(Cc2ccccc2)c(=O)c1S(=O)(=O)c1ccccc1	-0.1	1	-1.3	-7	-9	-14	10	-25	-6
Clc1ccc(-c2nnc(N3CCOCC3)o2)cc1	1.8	2	-0.8	-6	1	-5	7	-11	-1
Cc1cccc(C)c1NC(=O)CNC(=O)CCC(=O)N1CCOCC1	-0.1	1	0.6	-2	-3	-9	-1	-1	-7
Cc1ccc(C2=NOC(C)(c3nnc(-c4ccncc4)o3)C2)cc1 (stereo not drawn)	0.8	1	1.3	1	11	-1	9	0	-7
CC(=O)Nc1nc2c(ccc3ccccc32)s1	-0.5	-2	-1.9	-6	-18	-11	7	-20	-11
O=C(COc1ccc(-n2ccnc2)cc1)Nc1cccc(Cl)c1	7.3	8	15	-5	-3	-10	-4	8	11
COc1cccc(C(=O)Nc2ccccc2C(=O)NC2CC2)c1	0.3	2	-1.1	-3	-2	-2	2	-2	-11
CC(C)(CNC(=O)c1cccc(S(=O)(=O)N2CCCCC2)c1)N1CCOCC1	.	1	.	-6	-17	.	19	-18	.
O=C(NCc1ccc(F)cc1)c1cc(C2CCCN(C(=O)CCCc3ccccc3)C2)on1 (stereo not drawn)	.	-1	.	2	-11	.	-2	-3	.
CN(C(=O)COC(=O)CNC(=O)C1CCCCC1)c1ccccc1	-0.5	1	0.1	0	-14	-1	12	-10	-3
CC(=O)c1ccc(Nc2ccc(-c3ccccc3C)nn2)cc1	0.2	8	-0.4	-5	21	-1	1	-6	1
O=C(CCCn1c(=O)[nH]c2cc(Cl)ccc2c1=O)N1CCN(c2ccc([N+](=O)[O-])cc2)CC1	.	4	.	-4	-7	.	5	0	.
O=C(N/N=C1/CCCc2ccccc21)c1cc([N+](=O)[O-])cc([N+](=O)[O-])c1	-0.3	2	0.0	.	-3	-16	.	.	-2
COc1ccc(/C=N/OCC(=O)NC(c2ccccc2)c2ccccc2)c(OC)c1	4.2	1	6.9	-7	-2	-14	-10	4	20
CC(C)(C)c1ccc(S(=O)(=O)NC(=O)C2(C)CCN2C(=O)Cc2cccc3ccccc23)cc1 (stereo not drawn)	.	9	.	-2	-27	.	7	-10	.
CCC(=O)N1CCN(c2ccc(NC(=O)c3ccc(N4CCOCC4)c([N+](=O)[O-])c3)cc2)CC1	0.9	4	0.4	-2	-14	-2	1	6	4
O=C(NNc1nc2c(F)cccc2s1)c1ccc(F)cc1	1.3	19	2.9	-3	7	-10	3	2	-8
Oc1ccccc1C=NC1CCCCC1N=Cc1ccccc1O (stereo not drawn)	1.4	9	0.5	-3	1	-2	9	0	5
COc1ccc(CN2CCN(Cc3cccc4nonc34)CC2CCO)c(C)c1C (stereo not drawn)	-0.5	4	1.8	-8	-1	-18	4	8	-11
O=C(N/N=C/c1cccc([N+](=O)[O-])c1)c1c[nH]c2ccccc12	-0.2	1	-1.6	-1	-1	-8	2	-2	-38
c1cc2c3c(cccc3c1)NC1(CCCC1)N2	.	0	.	2	7	.	8	-16	.
CC1CCCN(C(=O)Cn2c(=O)oc3cc(S(=O)(=O)N4CCCCC4C)ccc32)C1 (stereo not drawn)	.	1	.	-8	-15	.	-2	7	.
Cc1cc([N+](=O)[O-])nn1CCCC(=O)Nc1ccc(Cl)cc1Cl	-0.1	0	-0.2	-4	4	-6	0	-6	-18
Cc1ccc2c(C(=O)CN3CCCC(C)C3)c(C)[nH]c2c1 (stereo not drawn)	1.9	1	1.5	-4	0	-15	9	-14	-6
Cc1[nH]n(-c2ccccc2)c(=O)c1C(=O)Nc1ccccc1	2.6	8	0.0	-2	-1	-2	7	-4	-3
COc1ccccc1CNC(=S)NC1CCCCC1	-0.4	-2	-1.5	-7	-18	-6	7	-1	-14
CCCc1nc(SCC(=O)N2CCCC2)c2ccccc2n1	-1.1	1	-1.9	-5	0	-1	5	2	-15
O=S(=O)(/N=C(/Nc1ccccc1F)c1ccccc1)c1ccccc1	-0.5	4	-0.7	-4	-22	-7	-4	4	-24
Cc1ccc(C2/C(=C(\O)c3ccc4c(c3)OCCO4)C(=O)C(=O)N2Cc2cccnc2)cc1 (stereo not drawn)	0.4	4	0.2	-2	-24	-1	8	-6	-10
C=CCNc1nc(N)c([N+](=O)[O-])c(N2CCCCCC2)n1	1.8	0	-0.1	-7	-12	-12	5	-11	-14
CC(C)N(Cc1nc(-c2ccccc2)no1)C(=O)CN1C(=O)c2ccccc2C1=O	0.9	8	1.1	-5	-6	-7	9	-7	-13
Cc1csc(=O)n1CC(=O)OCC(=O)c1ccc(Br)cc1	-0.1	0	0.1	-2	-6	0	3	-4	-15
COc1cc(C(=O)N/C(=C/c2ccc(F)cc2)C(=O)NC(C(=O)O)c2ccccc2)cc(OC)c1OC (stereo not drawn)	-0.1	10	-0.1	-4	-15	-10	8	-8	-3
COc1ccc2c(c1)C(=O)CC(c1ccccc1)O2 (stereo not drawn)	.	6	.	0	-6	.	-2	-6	.
O=C(N/N=C/c1cc(Br)c(O)c(Br)c1)c1cccc(C(F)(F)F)c1	-1.5	24	-1.9	-3	-4	-2	7	-6	-7
Cc1ccccc1-c1nc(CS(=O)(=O)CC(=O)N2CCc3ccccc32)c(C)o1	-0.1	0	-0.6	-3	-9	0	3	-5	-8
CC(=O)Nc1ccc(S(=O)(=O)Nc2nc(C)nc3sc(C)c(C)c23)cc1	-0.4	-1	-1.1	-2	-18	-2	16	-9	-13
COc1ccc(C(=O)n2nc(-c3ccc(C)cc3)nc2N)cc1OC	0.5	3	0.2	-2	-5	-5	-5	-9	-7
C=CCn1c(SCC(=O)Nc2ccc(N3CCOCC3)cc2)nnc1-c1ccncc1	0.7	6	0.8	-1	-16	-9	21	-12	1
CCN(CC)C(=O)c1cc2c(=O)c3cc(F)ccc3oc2nc1C	-0.4	12	-0.2	-7	-8	-4	3	-9	-17
CCCNC(=O)C1(C)CCCN(C(=O)c2ccccc2F)C1 (stereo not drawn)	.	1	.	-4	-17	.	10	-14	.
CCn1ncc(NC(=S)NCCc2ccc(OC)c(OC)c2)c1C(N)=O	1.3	14	0.1	1	1	-1	6	-13	-6
CSc1nc(-c2ccccc2)nc(N2CCOCC2)c1C(C)=O	-0.7	13	-2.1	-4	-11	0	10	-13	-7
COC(=O)c1cn(C(=O)c2cccs2)c2ccccc12	0.3	-1	-0.1	-4	-17	-7	6	-9	-15
Nc1c(N2CCN(c3ccccc3)CC2)c2ccccc2oc1=O	-1.1	7	-0.6	-6	10	-10	-7	12	-27
COc1cc(CNc2ncnc3c2ncn3[C@H]2CN(CCc3ccccc3)C[C@@H](CO)O2)cc(OC)c1OC	.	59*	.	-2	-19	.	9	-14	.
Cc1ccc2cc(C)c3nnc(SCC(=O)N4CCN(C(=O)c5ccco5)CC4)n3c2c1	0.5	6	-0.7	-7	10	-2	0	2	-11
CCc1ccc(NC(=O)Cn2cccc2)cc1	0.6	2	-0.3	-8	8	1	13	-4	-1
O=C(CCCc1ccccc1)c1ccccc1	-0.6	10	-1.1	-3	11	2	4	-5	-6
CCOc1ccccc1Nc1nnc(SCC(=O)Nc2ccc3[nH]c(=O)[nH]c3c2)s1	-0.7	1	1.9	-2	-20	-2	7	-12	-3
CCC(C)(C(=O)NC1CCCC1)N(C(=O)c1cnccn1)c1c(C)n(C)n(-c2ccccc2)c1=O (stereo not drawn)	-0.8	.	-0.4	-3	.	-6	4	-3	-7
Cc1c(Cl)cccc1NC(=O)COc1ccc(S(=O)(=O)N2CCOCC2)cc1	0.7	5	1.6	-3	12	-9	8	-3	-14
CN(CC(=O)Nc1cccc(S(=O)(=O)NC2=NCCCCC2)c1)Cc1ccc(C(C)(C)C)cc1	8.2	13	4.9	-4	-1	-12	-4	11	-26
COc1ccc(C2CC(=O)c3cc(OC)ccc3O2)cc1 (stereo not drawn)	.	-2	.	-2	-11	.	7	-11	.
CN(Cc1cc(=O)[nH]c2ccccc12)C(=O)c1ccccc1	0.5	7	-0.4	-6	-11	-3	1	5	-11

3 of these compounds in another layout:
> Cc1ccc2cc(C)c3nnc(SCC(=O)N4CCN(C(=O)c5ccco5)CC4)n3c2c1
  V1aR counter: 0.5
  TAAR1 agonist: 6
  OXTR agonist: -0.7
  M1 ag: -7
  TAAR1 antagonist: 10
  OXTR potentiate: -2
  CHRM1 PAM: 0
  CHRM1 antagonist: 2
  CHO parental Ca: -11
> CCc1ccc(NC(=O)Cn2cccc2)cc1
  V1aR counter: 0.6
  TAAR1 agonist: 2
  OXTR agonist: -0.3
  M1 ag: -8
  TAAR1 antagonist: 8
  OXTR potentiate: 1
  CHRM1 PAM: 13
  CHRM1 antagonist: -4
  CHO parental Ca: -1
> O=C(CCCc1ccccc1)c1ccccc1
  V1aR counter: -0.6
  TAAR1 agonist: 10
  OXTR agonist: -1.1
  M1 ag: -3
  TAAR1 antagonist: 11
  OXTR potentiate: 2
  CHRM1 PAM: 4
  CHRM1 antagonist: -5
  CHO parental Ca: -6
